Screens as filed in PubChem.
Platelet DG rel: modulates dense granule release in human platelets; inhibition, %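 (compounds screened at 7.5 µM in platelet-rich plasma)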; human platelet-rich plasma, SFLLRN dense granule ATP release, luminescence; AID 1663; 300,000 tested, 0.22% active;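 active = mean replicate score, as percent of positive control, at or above 50; inconclusive = mean below 50 but at least one replicate at or above 50; inactive = mean and every replicate below 50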
MrgX1 PAM: allosterically activates human MrgX1 receptor signaling; Q96LB2; MrgX1-HEK293, Fluo-4 calcium flux, FDSS; stronger effect = higher value; B-score at 10 µM; 310,000 tested, 0.63% active; AID 588675;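 active = plate-corrected calcium response at least 3 library SD above typical, normal starting fluorescence, not activating the receptor alone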;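 also: compound read alongside a low EC10 to EC30 dose of BAM8-22 agonist; peak minus trough fluorescence over baseline measured at the second addition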
Target sequence (Q96LB2 whole entry, looked up): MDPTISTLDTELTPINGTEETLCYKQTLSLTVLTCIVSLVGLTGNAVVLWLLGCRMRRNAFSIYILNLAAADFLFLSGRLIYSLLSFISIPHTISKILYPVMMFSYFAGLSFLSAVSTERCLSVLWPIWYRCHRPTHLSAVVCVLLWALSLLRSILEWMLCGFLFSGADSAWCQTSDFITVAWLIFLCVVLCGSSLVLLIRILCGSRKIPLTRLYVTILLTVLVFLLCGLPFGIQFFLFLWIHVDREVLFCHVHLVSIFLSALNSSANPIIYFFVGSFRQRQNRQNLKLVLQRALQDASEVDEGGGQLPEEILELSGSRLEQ
SKKanGAS inh: SKKanGAS growth inhibition | S. pyogenes SKKanGAS, kanamycin growth, BacTiter-Glo, 6 h | AID 1662 | inhibition, % at 7.5 µM | 300,000 tested, 1.3% active;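 active = mean replicate score, as percent of positive control median, at least 50; inconclusive = mean below 50 but one replicate at or above 50; inactive = mean and every replicate below 50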;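 also: strain carries kanamycin resistance gene driven by streptokinase promoter and grows in 40 µg/ml kanamycin; loss of luminescence reflects streptokinase promoter inhibition or plain growth inhibition; 0% = median of DMSO wells and 100% = positive control at its reference dose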
MrgX1 agonist: human MrgX1 receptor agonism, primary screen. Q96LB2. MrgX1-HEK293 cells, Fluo-4 calcium fluorescence, agonist mode; stronger effect = higher value. B-score at 10 µM. 310,000 tested, 0.44% active. AID 588627;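 active = calcium response B-score plate-corrected fluorescence ratio at least 3 library SD, with starting fluorescence B-score inside 5 SD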
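Test system: HEK293 cells stably expressing human MrgX1 receptor; Input: fifteen thousand cells per well; Dosing: compound delivered in addition one of three; Schedule: overnight seeding, then 1 h dark dye loading; Technique: Fluo-4 NW calcium fluorescence; Measure: B-scored fluorescence response ratio; Controls: positive and negative controls per plate.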
HIF activator: HIF pathway transcriptional activation. U2OS HRE-luciferase reporter, luminescence; normalized: DMSO 0%, desferrioxamine 100%. activation, % at 7.5 µM (by protocol). 300,000 tested, 0.32% active;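 active = mean activation of at least 10% of the iron chelator positive control signal, with at least half of replicates also reaching 10%; inconclusive = mean and replicate majority disagree about reaching 10%; inactive = mean and most replicates under 10%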
RGS4 act: potentiators or activators of RGS4; HEK293 M3R/inducible RGS4, carbachol calcium flux Fluo4; stronger effect = lower value; B-score at 10 µM; 310,000 tested, 0.92% active; AID 463111;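 active = B-score of the integrated calcium signal more than 4 SD below the library mean, with starting fluorescence not abnormally high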;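 also: negative B-score means reduced calcium response which marks RGS4 activation or potentiation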
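System – HEK293 FlpIn-TREx cells, stable M3R, doxycycline-inducible RGS4 · Reagent – ECmax carbachol challenge · Times – compound preincubation 20 min at room temperature before agonist · Technique – Fluo4 fluorescence kinetic imaging of calcium · Measure – B score of integrated Fluo4 ratio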
TRPC6 inhibitor: blocks the mouse TRPC6 cation channel | HEK293-TRPC6, membrane potential dye, ACh-evoked depolarization; stronger effect = lower value | 310,000 tested, 1.1% active | Q61143 | B-score at 10 µM;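 active = B-score under library mean minus 3 SD, initial fluorescence not abnormally high, positive integrated signal ratio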;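 also: B-score derived from integrated fluorescence ratio over the kinetic read; more negative B-score means stronger inhibition of depolarization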
TRPC6 activator: activates the mouse TRPC6 cation channel; B-score at 10 µM; 310,000 tested, 0.13% active; Q61143; HEK293-TRPC6 membrane potential dye fluorescence; stronger effect = higher value;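 active = B-score of the integrated fluorescence ratio above library mean plus 3 SD, and starting fluorescence ratio within library mean plus 5 SD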;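 also: higher score means more depolarization so channel activation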
RGS4 block: inhibitors of human RGS4 | B-score at 10 µM | HEK293 M3R/RGS4 inducible, Fluo-4 calcium flux; stronger effect = higher value; triggered by carbachol at its EC20 | P49798 | AID 463165 | 310,000 tested, 0.45% active;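 active = B-score, a plate-corrected calcium signal, over three deviations above library mean, with baseline fluorescence within five deviations of library mean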;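 also: RGS4 expression induced by doxycycline in cells with stable M3 receptor; B-score is computed from the integrated fluorescence ratio over baseline after carbachol; higher B-score means a larger calcium signal and so more RGS4 inhibition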
Target sequence (P49798 whole entry, looked up): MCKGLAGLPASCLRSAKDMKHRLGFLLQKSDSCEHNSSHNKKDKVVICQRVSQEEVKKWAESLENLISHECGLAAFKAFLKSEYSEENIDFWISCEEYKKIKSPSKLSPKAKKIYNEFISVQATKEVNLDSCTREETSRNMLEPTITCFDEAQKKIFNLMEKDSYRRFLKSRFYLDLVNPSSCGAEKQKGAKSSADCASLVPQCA
TRPC4 inh: TRPC4 (mouse) channel inhibition | Q9QUQ5 | HEK293 TRPC4beta/mu-opioid, DAMGO-evoked Fluo4 calcium flux; stronger effect = lower value | B-score at 10 µM | 300,000 tested, 0.39% active | AID 2247;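 active = B-score over 3 SD under the library average, no early fluorescence shift, positive overall ratio signal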
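Assay system: Stable TRPC4beta/mu-opioid receptor HEK293 cells | Reagent: DAMGO in two steps, submaximal then maximal | Compound dosing: Single concentration per test compound | Signal: Fluo4 Ca2+ flux fluorescence | Evaluation: Per-well B score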
MrgX1 antagonist: human MrgX1 receptor antagonism, primary screen | 310,000 tested, 1.3% active | Q96LB2 | MRGX1-HEK293 calcium flux, Fluo-4, BAM8-22 antagonism; stronger effect = lower value | B-score at 10 µM;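 active = calcium-response B-score plate-corrected more than 3 library SD below zero, starting fluorescence within 5 deviations, no agonist response on first addition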;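 also: peak minus trough fluorescence over baseline after final BAM8-22 challenge near maximal dose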
The depositor's hits bear a star; i = inactive; u = inconclusive; x = not tested or not shown. Outcome played no part in choosing rows. About 6.1% of those tested had a hit in this group.

SMILES	Platelet DG rel	MrgX1 PAM	SKKanGAS inh	MrgX1 agonist	HIF activator	RGS4 act	TRPC6 inhibitor	TRPC6 activator	RGS4 block	TRPC4 inh	MrgX1 antagonist
COc1cccc(CN(CC2CCCO2)S(=O)(=O)c2ccc(S(=O)(=O)NCC3CCCO3)cc2)c1OC (stereo not drawn)	1.4	i	-3.7	i	-0.3	i	i	i	i	i	i
COCCNC(=O)c1cc(C(=O)CC(C)C)c[nH]1	6.0	i	1.2	i	0.4	i	i	i	i	i	i
CCCCCCC1NC(C(=O)O)CS1 (stereo not drawn)	-5.9	i	0.9	i	-0.1	i	i	i	i	i	i
COc1ccc(Cn2nnnc2CN2CCC(O)(c3ccc(F)cc3)CC2)cc1	2.8	i	-18.7	i	-0.9	i	i	i	i	i	i
CCOc1ccc(NC(=O)N2CCC(n3c(=O)[nH]c4ccccc43)CC2)cc1	0.2	i	-4.7	i	0.2	i	i	i	i	i	i
CCc1ccc(N2CC(C(=O)Nc3nccs3)CC2=O)cc1 (stereo not drawn)	10.3	i	-3.1	i	0.1	i	i	i	i	i	-5*
O=C(Nc1ccc(Cl)c(S(=O)(=O)Nc2ccccc2Cl)c1)c1cccs1	-9.4	i	0.9	i	-0.1	i	i	i	i	i	i
Cc1cc(Cl)ccc1OCC(=O)N1CCN(c2ncccn2)CC1	-1.1	i	4.4	i	-0.5	i	i	i	i	i	i
N#Cc1c(N2CCOCC2)nc(N)c2c(N)nc3c(c12)CC(CCl)O3 (stereo not drawn)	-1.4	i	43.7	i	-0.2	i	i	i	i	i	i
O=C(Cc1cccc(C(F)(F)F)c1)Nc1cccc(S(=O)(=O)N2CCCC2)c1	-15.3	i	3.7	i	0.0	i	i	i	i	i	i
Cn1c(Cc2cccc3ccccc23)nnc1SCC(=O)N1CCN(c2ccccc2)CC1	8.2	i	2.5	i	-0.7	i	i	i	i	i	i
CC(CC1CC(C)(C)OC1=O)C(=O)Nc1ccc([N+](=O)[O-])cc1 (stereo not drawn)	7.8	i	5.8	i	-0.3	i	i	i	i	i	i
Cc1[nH]c2ccc(Cl)cc2c(=O)c1CN1CCCC1	0.9	i	3.8	i	0.2	i	i	i	i	i	i
CN(CCC#N)C(=O)COC(=O)/C=C/c1cccs1	-15.9	i	-7.3	i	0.2	i	i	i	i	i	i
Clc1ccc(-c2ccc(SCc3ccccn3)nn2)cc1	-4.4	i	5.0	i	5.2	i	i	i	i	i	i
Cc1ccc(C(C(=O)NCc2ccccc2)N(C(=O)c2ccccn2)c2ccccc2)o1 (stereo not drawn)	-4.3	i	-0.4	i	0.3	i	i	i	i	i	i
Cc1nnc(SCCCn2c(N3CCN(c4ccccc4)CC3)nc3c2c(=O)[nH]c(=O)n3C)s1	x	i	x	i	x	i	i	i	i	i	i
COc1ccc(C(=O)NC(Cc2ccc(OC(=O)c3ccc(OC)cc3)cc2)C(=O)O)cc1 (stereo not drawn)	1.6	i	-0.6	i	0.1	i	i	i	i	i	i
COCCNC(=O)c1cn(Cc2c(F)cccc2Cl)nn1	u	i	2.0	i	-0.2	i	i	i	i	i	i
COC(CNC(=O)C1CCCN(S(=O)(=O)c2c(C)noc2/C=C/c2cccs2)C1)OC (stereo not drawn)	-0.4	i	1.0	i	-0.4	i	i	i	i	i	i
Cc1ccc(-c2csc3nc(CSc4nnc(-c5ccc(Cl)cc5)n4C)[nH]c(=O)c23)cc1	-0.4	i	10.8	i	0.7	i	i	i	i	i	i
CCOC(=O)C(NCCc1ccccc1)(NC(C)=O)C(F)(F)F (stereo not drawn)	-6.5	i	0.2	i	-0.7	i	i	i	i	i	i
CCc1nc(SCC(=O)c2ccccc2)c2ccccc2n1	0.0	i	14.1	i	u	i	i	i	i	i	i
CC1CN(Cc2nc3c(c(=O)[nH]c(=O)n3C)n2CCN2CCOCC2)CC(C)O1 (stereo not drawn)	1.4	i	-0.5	i	-0.4	i	i	i	i	i	i
CCc1c(C(=O)NC2CCCC2)csc1C	1.1	i	-4.8	i	-0.6	i	i	i	i	i	i
O=C(Nc1ccccc1)Nc1ccc(Cl)nc1Cl	1.4	i	-9.0	i	1.2	i	i	i	i	i	i
CC(C)(C)c1ccc(C(=O)Nc2nnc(SCC(=O)NCC3CCCO3)s2)cc1 (stereo not drawn)	-20.4	i	44.4	i	0.6	i	i	i	i	i	i
O=S(=O)(NC1CCCc2ccccc21)c1cnc[nH]1 (stereo not drawn)	2.8	i	2.6	i	0.1	i	i	i	i	i	i
COc1ccc(/C=C2/N=C3CCCCCN3C2=O)cc1OC	15.1	i	4.8	i	0.0	i	i	i	i	i	i
CC(=O)Nc1ccc(NC(=O)CSc2nc(N)c(NC(=O)c3ccco3)c(=O)[nH]2)cc1	2.0	i	-4.4	i	-0.3	i	i	i	i	i	i
O=C(NC(Cc1ccccc1)c1nc2ccccc2[nH]1)c1ccc(Cl)c([N+](=O)[O-])c1 (stereo not drawn)	1.3	i	6.9	i	-0.1	i	i	i	i	i	i
CC(Sc1nnnn1-c1ccc(O)cc1)c1nc2ccccc2c(=O)[nH]1 (stereo not drawn)	0.3	i	4.2	i	-0.1	i	i	i	i	i	i
Cc1ccc(S(=O)(=O)/C=C/c2ccccc2)cc1	24.2	i	-3.2	i	0.3	i	i	i	i	i	i
O=C(N/N=C/c1cccc(O)c1)c1cc(-c2ccc3c(c2)OCO3)n[nH]1	1.4	i	20.7	i	0.1	i	i	i	i	i	i
O=C(N/N=C\CCc1ccccc1)c1ccco1	2.0	i	0.7	i	0.5	i	i	i	i	i	i
Cc1ccc(N(C(C)C(=O)N2CCC(C)CC2)S(C)(=O)=O)cc1C (stereo not drawn)	-6.2	i	-2.8	i	-0.2	i	i	i	i	i	i
Cn1c(N)c(C(=O)COC(=O)C2(c3cccc(F)c3)CCCC2)c(=O)n(C)c1=O	-1.2	i	3.4	i	-0.1	i	i	i	i	i	i
COc1ccc(N(C(=O)CNC(=O)c2ccco2)C(C(=O)NCC2CCCO2)c2ccc(OC)c(OC)c2)cc1 (stereo not drawn)	9.7	i	-6.4	i	0.5	i	i	i	i	i	i
c1ccc(N2CCN(C3CC4CCC3C4)CC2)cc1 (stereo not drawn)	-1.1	i	0.9	i	-0.8	i	i	i	i	i	i
Cc1csc(CN(C)C(=O)C2CCC(=O)N(CCCc3ccccc3)C2)n1 (stereo not drawn)	-27.2	i	2.2	i	-0.6	i	i	i	i	i	i
COC(=O)c1[nH]c2c(c1C)C(=O)CC(c1cccs1)C2 (stereo not drawn)	2.0	i	-1.8	i	0.6	i	i	i	i	i	i
O=C(O)c1ccc2c(=O)n3c(nc2c1)/C(=C/c1cccc(Cl)c1Cl)CC3	x	i	45.5	i	-0.1	i	i	i	i	i	i
Cc1cc(NC(=O)COC(=O)CNS(=O)(=O)c2ccc(C)c(C)c2)no1	4.9	i	-0.8	i	-1.0	i	i	i	i	i	i
CCCN(CCC)CCCNC(=O)CS(=O)Cc1nc(-c2ccc(OC)c(OC)c2)oc1C (stereo not drawn)	2.1	i	-6.2	i	0.1	i	i	i	i	i	i
CCOc1cc(-c2noc(-c3cccnc3)n2)ccc1OC	-1.0	i	-4.5	i	-0.1	i	i	i	i	i	i
Cc1ccc(C(=O)c2c3ccccc3[n+]([O-])n2[C@@H](C)C(N)=O)cc1	7.9	i	-1.5	i	0.6	i	i	i	i	i	i
COC(=O)CN1C(=O)[C@H]2[C@@H](c3ccc(C)o3)N3C(=O)CN(Cc4ccccn4)C(=O)[C@@]3(C)[C@H]2C1=O	0.5	i	-0.3	i	-0.1	i	i	i	i	i	i
O=C(CNC(=O)N1CC(=O)Nc2ccccc21)NCCc1cccc(F)c1	-1.6	i	1.4	i	1.1	i	i	i	i	i	i
Cc1ccc2nc(NCCO)nc(-c3ccccc3)c2c1	0.7	i	-5.7	i	-0.3	i	i	i	i	i	i
O=C(Nc1cccc(S(=O)(=O)N2CCCCCC2)c1)C1CCN(C(=O)c2ccc(Cl)cc2)CC1	0.4	i	8.7	i	0.1	i	i	i	i	i	i
Carrying on:
SMILES	Platelet DG rel	MrgX1 PAM	SKKanGAS inh	MrgX1 agonist	HIF activator	RGS4 act	TRPC6 inhibitor	TRPC6 activator	RGS4 block	TRPC4 inh	MrgX1 antagonist
O=C(CN(C(=O)CNC(=O)c1ccco1)c1ccc2c(c1)OCCO2)NC1CCCCC1	-6.2	i	-17.7	i	-0.6	i	i	i	i	i	i
CCCCC/C(=N\NC(=O)Nc1ccccc1)c1ccccc1	2.4	i	6.9	i	0.7	i	i	i	i	i	i
Cc1nc(N2CCOCC2)c2oc3ccccc3c2n1	-1.0	i	-0.1	i	-0.5	i	i	i	i	i	i
CCOc1ccc(NC(=S)NCCCN2CCOCC2)cc1	5.4	i	2.2	i	0.2	i	i	i	i	i	i
C/C(=N\Nc1ncc(Cl)cc1Cl)c1ccc(N2CCOCC2)cc1	-3.1	i	-3.6	i	0.3	i	i	i	i	i	i
N#C/C(=C\c1ccc(F)c(F)c1)C(=O)NC1CCCCC1	-0.6	i	10.1	i	0.3	i	i	i	i	i	i
COc1ccccc1CNC(=O)COC(=O)Cc1ccc(Cl)cc1	8.2	i	-4.0	i	-0.3	i	i	i	i	i	i
Cn1c(=O)c2cc(S(=O)(=O)NCCC(=O)NCCc3ccc(Cl)cc3)ccc2n(C)c1=O	-1.7	i	-3.7	i	-0.1	i	i	i	i	i	i
Cc1ccc(CN2CCC(N3CC(C)OC(C)C3)CC2)cc1 (stereo not drawn)	-1.5	i	3.5	i	1.4	i	i	i	i	i	i
COc1ccc2oc(C(=O)OCC(=O)N(C)CC(=O)Nc3ccc(F)cc3)c(C)c2c1	12.0	i	-7.9	i	-0.2	i	i	i	i	i	i
COc1ccccc1N1CCN(C(=S)Nc2ccc3nc(N4CCOCC4)cc(C)c3c2)CC1	7.0	i	9.6	i	0.3	i	i	i	i	i	i
Cc1cccc(N2CC(C(=O)Nc3nnc(SCCC4OCCO4)s3)CC2=O)c1 (stereo not drawn)	-7.6	i	9.1	i	-0.6	i	i	i	i	i	i
N#Cc1c2ccccc2nc2ccccc12	10.6	i	1.8	i	-0.6	i	i	i	i	i	i
CC(CCc1ccccc1)NC(=O)CC(C)c1ccccc1 (stereo not drawn)	-5.2	i	-4.6	i	0.5	i	i	i	i	i	i
Cc1cc(OCC(=O)N(C)C2CCCCC2)ccc1Cl	10.3	i	10.7	i	-0.3	i	i	i	i	i	i
